From PubChem
GPR151 ag: human GPR151 activation; PathHunter beta-arrestin GPR151 cells, luminescence; activation, % at 11.2 µM; AID 1508602; 1% of 650,000 active; in the data active = activation above about 4.9%;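 note: 0% = median of compound wells and 100% = cells with positive control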
Target sequence (Q8TDV0 whole entry, looked up): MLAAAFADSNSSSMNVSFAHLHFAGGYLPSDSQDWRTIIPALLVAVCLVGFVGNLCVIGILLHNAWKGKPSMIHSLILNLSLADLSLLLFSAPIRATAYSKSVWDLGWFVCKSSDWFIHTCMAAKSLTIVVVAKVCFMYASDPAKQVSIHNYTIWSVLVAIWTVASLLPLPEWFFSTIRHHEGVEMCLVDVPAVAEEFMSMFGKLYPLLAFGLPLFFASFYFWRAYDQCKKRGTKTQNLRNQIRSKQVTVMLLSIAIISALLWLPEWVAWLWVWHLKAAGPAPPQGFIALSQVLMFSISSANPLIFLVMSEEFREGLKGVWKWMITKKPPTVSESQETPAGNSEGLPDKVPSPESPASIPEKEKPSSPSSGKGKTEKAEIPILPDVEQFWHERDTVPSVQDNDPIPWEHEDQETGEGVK
FBW7 activator: activators of human E3 ligase FBW7. normalized activity (activation), % at 26.1 µM. AID 1259310. Q969H0. AlphaScreen FBW7–phospho-cyclin E peptide binding, activator screen. 0.13% of 650,000 active; in the data active = normalized activity above about 1.9%;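 note: purified mutant Fbw7 with reduced substrate affinity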
TEAD-YAP block: TEAD-YAP interaction inhibition; HEK-TIYL cells, TEAD-Gal4/YAP UAS-luciferase luminescence; inhibition, % at 9.12 µM; 1.4% of 640,000 active; AID 1259422; in the data active = inhibition above about 32%;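 note: 0% = median of test compound wells and 100% = reference inhibitor wells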
MITF inh: inhibitors of human MITF; inhibition, % at 2.6 µM; AID 1259374; AlphaScreen MITF homodimerization, bead proximity signal; 0.91% of 650,000 active; in the data active = inhibition above about 50%;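 note: 0% = vehicle wells with protein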
Target sequence (O75030 whole entry, looked up): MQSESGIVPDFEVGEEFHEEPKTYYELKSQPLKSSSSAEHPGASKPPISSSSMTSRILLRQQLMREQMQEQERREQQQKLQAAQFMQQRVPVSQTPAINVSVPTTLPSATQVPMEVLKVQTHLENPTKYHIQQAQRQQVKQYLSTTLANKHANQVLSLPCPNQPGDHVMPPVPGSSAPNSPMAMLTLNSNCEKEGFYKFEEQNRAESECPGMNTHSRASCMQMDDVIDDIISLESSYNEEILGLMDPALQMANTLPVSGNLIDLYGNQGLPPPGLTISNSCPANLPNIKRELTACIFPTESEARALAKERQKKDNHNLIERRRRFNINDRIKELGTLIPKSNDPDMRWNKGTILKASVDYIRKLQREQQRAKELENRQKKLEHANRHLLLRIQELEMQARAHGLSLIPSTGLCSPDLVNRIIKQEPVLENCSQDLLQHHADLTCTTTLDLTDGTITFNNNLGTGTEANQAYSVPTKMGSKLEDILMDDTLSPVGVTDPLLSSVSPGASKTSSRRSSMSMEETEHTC
* hit, by the source's call; & = joins results of further samples.

Each structure is followed by: GPR151 ag, FBW7 activator, TEAD-YAP block, MITF inh
- O=C(CN1C(=O)NC2(CCc3ccccc32)C1=O)Nc1ccccc1Cl (stereo not drawn)
 : 1.3, 0.1, 5, 5
- COc1ccc(/C=N/NC(=O)COc2ccc3ccccc3c2)cc1O
 : -0.9, 0.1, -5, 4
- O=C(CCCSc1nc(-c2ccco2)cc(C(F)(F)F)n1)NCC1CCCO1 (stereo not drawn)
 : 3.8, 0.3, 5, 10
- COc1ccc(-n2nc(C(=O)Nc3cccc(Cl)c3)c3ccccc3c2=O)c(OC)c1
 : -1.7, 0.1, 5, 7
- CC(=O)C1C(c2cccc(F)c2)c2c(noc2C)CC1(C)O (stereo not drawn)
 : 1.0, -0.1, 5, -9
- Cc1oc2c(O)c(O)ccc2c(=O)c1Oc1ccc(F)cc1
 : -2.0, -0.4, -9, -25
- NS(=O)(=O)c1ccc(NC(=S)N2CCN(C3CCCCC3)CC2)cc1
 : 1.2, -0.6, 5, -1
- O=C(Nc1nc2ncccc2cc1-c1ccccc1)c1ccccc1
 : -1.0, 0.3, 5, 4
- O=C(CSc1nnc2[nH]c(=O)ccn12)Nc1ccc(C(F)(F)F)cc1
 : 0.0, 0.3, 15, 12
- Cc1cc(C)nc(-n2nc(C)c(Oc3ccccc3O)c2C)n1
 : -0.6, -0.3, 1, 3
- O=C(Nc1ccccc1Br)c1cc2cc(Br)cc(Br)c2oc1=O
 : 1.3, -0.1, -6, -4
- CC(C)NS(=O)(=O)c1ccc(OCC(=O)NC2CCCC2)cc1
 : 2.5, 0.0, 7, -5
- CCCCN(C)C(=O)CSc1nc(Nc2ccc(F)c(F)c2)c2ccccc2n1
 : -0.8, 0.0, 6, -13
- O=C1CCC(N2CCN(Cc3cccs3)CC2)CCN1CCOc1ccccc1 (stereo not drawn)
 : 1.6, 0.0, 11, -5
- Cc1ccc(OCC(=O)Nc2ccc(Br)c(C)n2)cc1C
 : 2.5, 0.2, -6, -1
- CCOC(=O)C(CCCOc1ccc(I)cc1)C(=O)OCC
 : 0.3, -0.1, -2, -2
- CC(C)n1cnc2c(NCc3cccnc3)nc(NCc3ccc4c(c3)OCO4)nc21
 : -0.8, -0.2, -4, -8
- Cc1ccc(NC(=O)c2ccc(CN3CCN(C)CC3)cc2)cc1Nc1nccc(-c2cccnc2)n1
 : 1.6&0.6&-2.3, -0.2&0.1&-0.1, -22&6, -2&-8&-10
- CC1CC(C)CN(C(=O)Cn2c(=O)c3cccn3c3ccccc32)C1 (stereo not drawn)
 : -1.1, 0.2, -7, 10
- COc1cc(/C=C2/C(=N)N3N=C(C)SC3=NC2=O)cc(Cl)c1OCCOc1cc(C)cc(C)c1
 : -0.1, 1.0, 5, 3

Entries of single compounds, quoted from the list. Screens in order: GPR151 ag | FBW7 activator | TEAD-YAP block | MITF inh
`O=C(CN1C(=O)NC2(CCc3ccccc32)C1=O)Nc1ccccc1Cl` (stereo not drawn) reads 1.3 | 0.1 | 5 | 5
`O=C1CCC(N2CCN(Cc3cccs3)CC2)CCN1CCOc1ccccc1` (stereo not drawn) reads 1.6 | 0.0 | 11 | -5
`O=C(Nc1nc2ncccc2cc1-c1ccccc1)c1ccccc1` reads -1.0 | 0.3 | 5 | 4
`NS(=O)(=O)c1ccc(NC(=S)N2CCN(C3CCCCC3)CC2)cc1` reads 1.2 | -0.6 | 5 | -1

Further compounds:
Each structure is followed by: GPR151 ag, FBW7 activator, TEAD-YAP block, MITF inh
- COCCOC(=O)C1=C(C)OC(N)=C(C#N)C1c1ccccc1C (stereo not drawn)
 : 1.4, 0.0, 3, 1
- Cc1ccc(-c2nc(CS(=O)(=O)CC(=O)N3CCc4ccccc43)c(C)o2)cc1
 : -0.5, -0.1, 9, 9
- CCOc1ccccc1N(CC(=O)NC1CC1)S(=O)(=O)c1ccc(Cl)cc1
 : 1.7, 0.1, -5, 9
- CCCCOC(=O)COc1ccc2c(-c3cccc([N+](=O)[O-])c3)cc(=O)oc2c1
 : -0.1, 0.1, 7, 14
- Clc1ccccc1C1C=C(c2cccs2)Nc2nnnn21 (stereo not drawn)
 : -1.5, 0.2, -26, -4
- CCC(=O)NCCc1ccc(OC)cc1
 : -0.7, 0.0, 11, 0
- Cc1ccc(OCC(=O)N/N=C/c2cccc(O)c2)c(Br)c1
 : 0.7, 0.0, -7, -4
- COc1cccc(-c2nnc(SCC(=O)Nc3cccc([N+](=O)[O-])c3)n2C)c1
 : 3.5, 0.1, 11, 6
- CCOc1ccc2[nH]c(=O)c(C3NCCc4cc(OC)c(OC)cc43)cc2c1 (stereo not drawn)
 : 0.0, 0.1, 6, 8
- COc1ccc(S(=O)(=O)NCCC(=O)OCC(=O)c2ccc[nH]2)cc1[N+](=O)[O-]
 : 1.1, 0.0, 8, 5
- COc1ccc(OCCn2cc(/C=C(\C#N)C(=O)NC3CC3)c3ccccc32)cc1
 : 0.4, -0.3, 15, -7
- O=C(NC(=S)NCCO)c1ccco1
 : -0.2, 0.1, 3, 19
- CCC(C)C1NC(=O)C(CCNCS(=O)(=O)O)NC(=O)C(NC(=O)C(CCNCS(=O)(=O)O)NC(=O)C(NC(=O)C(CCNCS(=O)(=O)O)NC(=O)CCCCC(C)C)C(C)O)CCNC(=O)C(C(C)O)NC(=O)C(CCNCS(=O)(=O)O)NC(=O)C(CCNCS(=O)(=O)O)NC(=O)C(C(C)CC)NC1=O (stereo not drawn)
 : -0.7, -0.1, 5, 2
- CCOCCCN(Cc1ccco1)C(=O)c1noc2c1COc1ccc(C)cc1-2
 : -2.3, 0.1, 2, 16
- COc1ccc(Cl)cc1NC(=S)NCCN1CCOCC1
 : 3.8, 0.0, -1, 6
- CCOC(=O)c1ccc(NC(=O)C(CC)Sc2nc3ccsc3c(=O)n2Cc2ccc(C(=O)O)cc2)cc1 (stereo not drawn)
 : 1.4, 0.0, 3, 8
- O=[N+]([O-])c1ccc(N2CCN(Cc3nnnn3CCc3ccccc3)CC2)cc1
 : -0.5, -0.1, 6, 2
- C[C@@H]1NC(=O)[C@@H]2C[C@H](NCc3cccc4cccnc34)CN2C1=O
 : 2.8, 0.0, 6, 10
- Cc1nnc(NC(=O)c2ccccc2S(C)(=O)=O)s1
 : -0.2, -0.1, 4, -8
- CC(Oc1cccc(CN(Cc2ccccn2)C(=O)c2cn3ccccc3n2)c1)C1CC1 (stereo not drawn)
 : -1.9, -0.1, 2, -6

Part of the list above, with each value named:
CCC(=O)NCCc1ccc(OC)cc1
  GPR151 ag = -0.7	FBW7 activator = 0.0	TEAD-YAP block = 11	MITF inh = 0

Cc1ccc(OCC(=O)N/N=C/c2cccc(O)c2)c(Br)c1
  GPR151 ag = 0.7	FBW7 activator = 0.0	TEAD-YAP block = -7	MITF inh = -4

Reprinted at random: 2 entries already listed, in no set order.
Each structure is followed by: GPR151 ag, FBW7 activator, TEAD-YAP block, MITF inh
- COCCOC(=O)C1=C(C)OC(N)=C(C#N)C1c1ccccc1C (stereo not drawn)
 : 1.4, 0.0, 3, 1
- Cc1ccc(OCC(=O)N/N=C/c2cccc(O)c2)c(Br)c1
 : 0.7, 0.0, -7, -4

Continuation.
Each structure is followed by: GPR151 ag, FBW7 activator, TEAD-YAP block, MITF inh
- NC(=O)C1CCCN(c2nc(-c3ccccc3)cs2)C1 (stereo not drawn)
 : -0.7, -0.1, -33, 8
- CCCC(=O)N(c1ccc(Cl)cc1)C1C=CS(=O)(=O)C1 (stereo not drawn)
 : 0.5, 0.3, -6, 8
- N#Cc1ccc(NC(=O)CCC2CCCC2)cc1
 : 0.4, 0.4, -25, 14
- CN(C)S(=O)(=O)c1cccc(C(=O)Nc2cccc(C(=O)O)c2)c1
 : -4.6, 0.0, -11, 4
- NNC(=O)c1ccc(COc2ccc(Cl)cc2)cc1
 : -2.1, -0.3, -3, 6
- CCc1c(C)sc(NC(=O)c2cc(-c3ccccc3O)on2)c1C#N
 : -0.3, 0.0, -15, -2
- COC(=O)c1cccc(NC(=O)CSc2nc3cccnc3n2Cc2ccccc2)c1
 : -0.7, 0.1, -5, 19
- Cc1ccc(C(C)C)c(OCC(=O)Nc2ccc(N(C)C)cc2)c1
 : 1.1, 0.4, 6, 19
- COc1ccccc1Oc1ccc(N2C(=O)C3CC=CC(C)C3C2=O)cc1 (stereo not drawn)
 : -0.2, -0.1, 6, 12
- COC(=O)c1ccc(OCC2c3cc(OC)c(OC)cc3CCN2C(=O)c2ccccc2F)cc1 (stereo not drawn)
 : -1.4, 0.1, -1, 25
- Cn1c(SCC(=O)Nc2nccs2)nc2scc(-c3ccc(F)cc3)c2c1=O
 : 1.8, 0.1, 10, 8
- CCOC(=O)c1cc(S(=O)(=O)Nc2c(C)cc(C)cc2C)cn1C
 : -0.2, 0.0, -4, -10
- COc1cc(Nc2ccnc(Nc3ccc4ncccc4c3)n2)cc(OC)c1OC
 : -1.9, 0.4, 28, -3
- CC(=O)c1c(C)[nH]c(C(=O)COc2ccc3c(C)cc(=O)oc3c2)c1C
 : 0.2, -0.1, -2, -5
- O=[N+]([O-])c1ccc(NC(=S)NCCCN2CCOCC2)cc1
 : -0.7, 0.3, -1, 8
- Cc1cc(C)n(-c2cc(N3CCN(C(=O)Nc4ccc5c(c4)OCCO5)CC3)nc(C)n2)n1
 : 1.3, 0.2, -45, 13
- COC(=O)c1cccc(/C=N/NC(N)=S)c1O
 : -0.7, -0.8, 3, 26
- Cc1nnc(N2C(=O)C(=O)/C(=C(/O)c3ccccc3)C2c2ccc(C(C)(C)C)cc2)s1 (stereo not drawn)
 : -0.5, 0.1, -6, 11
- Cc1nc(N)sc1-c1nnc(Nc2ccccc2)s1
 : -3.1, 0.0, -63, 1
- CCCC(=O)NCCc1c2n(c3ccc(OC)cc13)Cc1ccccc1-2
 : 4.7, 0.1, -1, -7
- O=C1CSC2=NCN(c3ccccc3)CN12
 : -0.7, 0.0, 6, 4
- C=CCNC(=O)/C(=C/c1ccccc1F)NC(=O)c1ccc([N+](=O)[O-])cc1
 : 1.3, 0.6, 2, 3
- CC(=O)N1C(=O)/C(=C2\SC(=S)N(c3cccnc3)C2=O)c2ccccc21
 : 0.6, -0.1, -13, 7
- Cc1ccnc(NS(=O)(=O)c2cc(C)c(Cl)cc2Cl)c1
 : 0.1, 0.0, 9, 7
- Fc1ccc(C2CC(c3cccs3)=NN2C(=S)Nc2ccccc2)cc1 (stereo not drawn)
 : -1.4, 0.4, 8, 7
- Cc1nc(N/N=C/c2c(O)ccc3ccccc23)cc(N2CCCCC2)n1
 : 0.0, -0.6, 3, 16
- CC(C)N(C)Cc1nnnn1CC(=O)NC1(c2ccccc2)CC1
 : 8.3*, 0.5, -1, 10
- CC(=O)N1c2ccccc2C(C)CC1(C)C (stereo not drawn)
 : 0.5, -0.1, -13, -4
- Cc1ccn(-c2ccc(N3CCN(C(=O)c4ccc(C(C)(C)C)cc4)CC3)nn2)n1
 : -0.6, 0.0, 3, -8
- Cc1ccc(C(=O)N/N=C/c2cn(Cc3ccccc3)c3ccccc23)cn1
 : 0.8, 0.1, 6, 2
- COc1ccc2c(c1)CC(c1nc3cc(-c4cn[nH]c4)ccc3c(=O)[nH]1)CO2 (stereo not drawn)
 : -1.3, 0.1, 7, 0
- COCCOC(=O)CSc1ncn[nH]1
 : 0.3, -0.1, 2, 2
- N=c1sccn1CC(=O)N1CCc2ccccc21
 : 3.4, 0.0, -8, -1
- Nc1cc(Cl)ccc1C(=O)OCC(=O)NCCC1=CCCCC1
 : 2.8, -0.2, 0, -15
- COc1ccc(C(=O)N2CCC[C@@H]3CN(C/C=C/c4ccccc4)CC[C@H]32)c(OC)c1
 : 0.4, -0.1, -6, 3
- COCCNS(=O)(=O)c1cc(OCC(N)=O)c(C)cc1Cl
 : -0.8, -0.1, 2, 3
- CCC(Sc1nc2ccccc2c(=O)n1CCCN1CCCCC1)C(=O)NCc1cccnc1 (stereo not drawn)
 : 0.5, 0.3, 2, 24
- COC(=O)c1ccc(C)c(NS(=O)(=O)c2ccccc2)c1
 : -0.1, 0.0, 6, -12
- CC(C)(C)c1nn2cnnc2n(/N=C/c2cccc3ccccc23)c1=O
 : 1.3, -0.2, -2, -10
- CC(C)(/C=N/NC(=O)CSCc1ccc(Cl)cc1)CCC#N
 : 0.3, 0.1, 6, 12
- CCCCNc1nc(SCC(=O)Nc2cccc(OC)c2)nc2ccccc12
 : 0.8, -0.2, -3, -2
- COCCn1nnnc1C(c1ccccc1)N1CCN(c2ccccc2)CC1 (stereo not drawn)
 : -1.2, 1.1, -6, 21
- CN1CCc2c(n(CC(O)CN3CCCCCC3)c3ccccc23)C1=O (stereo not drawn)
 : 2.0, 0.0, 2, -13
- CCOc1ccc(/C(O)=C2/C(=O)C(=O)N(CCCN3CCOCC3)C2c2ccc(C)cc2)c(C)c1 (stereo not drawn)
 : 0.3, 0.0, -5, -5
- Cc1cc(C)cc(NS(=O)(=O)CC23CCC(CC2=O)C3(C)C)c1 (stereo not drawn)
 : 0.8, -0.1, 4, 13
- CCCC(=O)Nc1ccc(NC(=O)c2ccc(OC)c(Cl)c2)cc1
 : -0.2, 0.0, -1, 7
- CCN(CC)C(=O)Cn1cc(SCC(=O)NCc2ccccc2)c2ccccc21
 : 0.6, -0.1, -2, -7
- N#Cc1ccc(NC(=O)COCc2cc(-c3ccc(F)cc3)on2)cc1
 : 1.8, 0.0, 5, 1
- Cc1cc(Cl)ccc1OCC(=O)NNC(=O)c1ccco1
 : -0.7, -0.1, -6, -17
- COC(=O)c1c(NC(=O)COc2ccc(C)c(C)c2)sc2c1CCCC2
 : -0.1, 0.2, 3, 10
- CC(C)OCCCNC(=O)C1CCCN(c2nnc(N3CCCC3=O)s2)C1 (stereo not drawn)
 : 0.0, 0.1, 1, -12

This is a random part of the collection; 3.4% or so of the library scored in one or more.
